High-throughput results deposited in PubChem by Fisher Drug Discovery Resource Center.
NPYLR7 ag: mosquito NPYLR7 agonism; HEK293T NPYLR7/Galpha15, GCaMP6s calcium fluorescence; AID 1259423; activation, % at 10 µM; 270,000 compounds, 0.15% hits; in the data active = activation above about 40%;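 also: 0% = vehicle and 100% = reference agonist at the receptor; some compounds past the cut are filed as inactive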
mcGAS lum: blocks mouse cGAS activity; Q8C6L5; recombinant cGAS, Kinase-Glo ATP depletion luminescence; inhibition, % at 12.5 µM; 160,000 compounds, 0.15% hits;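 also: 0% = negative control wells and 100% = reference inhibitor with no enzyme activity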
hcGAS inh: human cGAS inhibition; Q8N884; recombinant h-cGAS, ATP depletion, Kinase-Glo luminescence; inhibition, % at 12.5 µM; 290,000 compounds, 0.081% hits; AID 1259398;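 also: 0% = vehicle reaction and 100% = reaction without DNA for no activity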
Target sequence (Q8N884 whole entry, looked up): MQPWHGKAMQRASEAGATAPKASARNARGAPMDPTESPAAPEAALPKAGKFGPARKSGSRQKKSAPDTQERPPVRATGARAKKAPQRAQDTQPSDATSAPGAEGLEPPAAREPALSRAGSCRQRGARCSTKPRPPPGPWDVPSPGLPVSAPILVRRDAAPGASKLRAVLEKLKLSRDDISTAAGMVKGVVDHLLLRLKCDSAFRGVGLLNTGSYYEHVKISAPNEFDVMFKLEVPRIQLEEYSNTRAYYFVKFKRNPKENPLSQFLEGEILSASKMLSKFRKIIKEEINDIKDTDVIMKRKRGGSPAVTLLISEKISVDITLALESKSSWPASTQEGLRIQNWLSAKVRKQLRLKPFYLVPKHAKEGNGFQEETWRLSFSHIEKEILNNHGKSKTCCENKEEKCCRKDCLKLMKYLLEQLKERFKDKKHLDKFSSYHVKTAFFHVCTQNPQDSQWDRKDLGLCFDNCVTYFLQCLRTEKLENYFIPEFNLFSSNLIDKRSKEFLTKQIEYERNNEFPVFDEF
Active calls of the source: *; x = not tested or not shown; & = joins results of further samples. Rule as the data show it, unless noted: active = inhibition above about 40%; inactive = the rest. Not all compounds are listed; count on the stated rates, not on these rows.

SMILES	NPYLR7 ag	mcGAS lum	hcGAS inh
COc1ccc(-n2nc(C(C)(C)C)c3c2N(CC(N)=O)C(=O)CSC3c2cccc(Cl)c2)cc1 (configuration not stated)	0	-7	-7
COc1ccc(N(C)C(=O)c2ccc(Cn3nc(C(=O)Nc4ccc(C(N)=O)cc4)c4ccccc43)cc2)cc1	-1	-3	0
Cc1ccc(C)c(Cn2cccc(C(=O)Nc3cc(Cl)ccc3C#N)c2=O)c1	6	x	2
CC(C)CN(Cc1cc(NC(=O)C2CCCC2)ccc1N(C)C1CCN(C)CC1)C(=O)c1ccc(F)cc1	5	-6	-2
Cc1ccsc1C(=O)C1CCCN(Cc2ccc(C#CC(C)(C)O)s2)C1 (configuration not stated)	14&4	1	-7&3
CC(=O)O[C@H]1C[C@@H](OC(C)=O)C(C)(C)C2C[C@@H](OC(C)=O)[C@]3(C)C(CC[C@@]4(C)[C@H](c5ccoc5)C[C@H]5O[C@]543)[C@]21C (some centres not stated)	-2	x	-2
CC1(C)CC2(CCO1)NCCN1C(=O)CSC12 (configuration not stated)	2	-5	-7
C(=C\c1ccco1)/CN1CC[C@H]2CC[C@@H](C1)N2	3	0	0
O=C(CSCc1ccccc1Cl)NCCc1cnc[nH]1	-3	x	-10
CCOC(=O)[C@H]1CN(C(=O)c2cccs2)[C@]2(C)C(=O)N(CC(=O)N(C)C)c3ccccc3[C@H]12	21	-5	-2
COc1cccc(CC(=O)N2CCN(CC(OCc3cccc(C)c3)c3ccc(Cl)cc3)CC2)c1 (configuration not stated)	4	-6	-11
CCOc1ccc(C2NCCc3[nH]cnc32)cn1 (configuration not stated)	x	-12	-5
Cc1ccc(C)c(C(O)CNC(C)C)c1 (configuration not stated)	-2	x	-6
CC(C)CCn1cc(C(=O)O)nn1	8	-14	-8
O=C(Nc1ccc2[nH]cc(CCN3CCOCC3)c2c1)c1ccccc1OC(F)(F)F	1	-2	-1
Fc1cccc([C@@H]2CN(Cc3nccs3)[C@@H]3C4CCN(CC4)[C@@H]32)c1F	8	x	-3
N#Cc1ccc(NCCS(=O)(=O)N2CCOCC2)cc1Cl	4	x	4
CC(C)N1CCN(Cc2c[nH]c3ccccc23)CC1CCO (configuration not stated)	-5	x	5
Cc1ccccc1C1SCC(=O)N(CC(=O)O)c2c1c(-c1ccccc1)nn2-c1ccccc1C (configuration not stated)	-3	-5	-2
O=P1(N(CCCl)CCCl)NCCCO1 (configuration not stated)	-6&0&-11&0	-1	2&-4&3&5
CC(C)(C#N)O[C@@H]1O[C@H](CO)[C@@H](O)[C@H](O)[C@H]1O	-7	x	4
C=CCN1C[C@@H](C)N([C@H](c2ccc(C(=O)N(CC)CC)cc2)c2cccc(OC)c2)C[C@@H]1C	-1	-6	6
Oc1ccc2c3c1O[C@H]1c4[nH]c5ccccc5c4C[C@@]4(O)C(C2)N(CC2CC2)CCC314 (some centres not stated)	1	-5	-5
O=C(NC1CCN2CCCCC12)c1cc(-c2cccc(F)c2)no1 (configuration not stated)	-14	x	-7

Only NPYLR7 ag, for 2 of the compounds above:
| structure | NPYLR7 ag |
| --- | --- |
| Cc1ccc(C)c(C(O)CNC(C)C)c1 (configuration not stated) | -2 |
| CC(C)CCn1cc(C(=O)O)nn1 | 8 |

Back to the main list, repeating the 2 entries before the break.
SMILES	NPYLR7 ag	mcGAS lum	hcGAS inh
Oc1ccc2c3c1O[C@H]1c4[nH]c5ccccc5c4C[C@@]4(O)C(C2)N(CC2CC2)CCC314 (some centres not stated)	1	-5	-5
O=C(NC1CCN2CCCCC12)c1cc(-c2cccc(F)c2)no1 (configuration not stated)	-14	x	-7
Oc1ccc(C=NNP(=S)(c2ccccc2)c2ccccc2)c(O)c1O	4	-2	-10
Cc1ccc(C)c(-n2cc(C3=CCN(Cc4noc(C5CC5)n4)CC3)cn2)c1	2	-12	-7
Cc1ccc(C)c(CN2CCN(c3ccc(O)cc3)CC2)c1	10	-8	-7
COC(=O)c1ccc(COC(CN2CCN(C(=O)Cc3ccc(F)cc3)CC2)c2ccc(Cl)cc2)cc1 (configuration not stated)	x	-4	1
O=C(Nc1ccccc1C(F)(F)F)c1cccn(Cc2ccccc2Cl)c1=O	14	x	-11
CCCCN(CC)c1c([N+](=O)[O-])cc(C(F)(F)F)cc1[N+](=O)[O-]	-5	x	-5
Cc1cccc2nc(CNC(=O)C3CC4(CCNCC4)CN3)cn12 (configuration not stated)	21	x	0
CCCC1NC2(C(=O)NC(=O)NC2=O)C2C(=O)N(c3cccc4ccccc34)C(=O)C12 (configuration not stated)	-1	x	6
COc1ccccc1[C@@H]1CN(C(=O)NCc2ccco2)[C@@H]2C3CCN(CC3)[C@@H]21	3	-10	1
Cc1cc(Cl)ccc1C(=O)C1CCCN(Cc2ccon2)C1 (configuration not stated)	1	-3	-1
CCCCCc1ccc(C(=O)Nc2ccc3[nH]cc(CCN4CCCC4)c3c2)cc1	5	-5	-8
Nc1ncn[nH]1	0	x	-4
CCCCCCCOc1ccc(C(=O)N2CCN(CCOC(c3ccccc3)c3ccccc3)CC2)cc1	27	-8	-4
CCn1cc(NC(=O)c2cn(CC(C)C)c3ccccc23)ccc1=O	-22	x	-9
COc1ccc2c(c1)c(C(=O)Nc1ccon1)nn2Cc1ccc(S(=O)(=O)N(C)OC)cc1	10	-6	-5
Cc1cc(CC(C)NC2CCC3(CCNCC3)CC2)n[nH]1 (configuration not stated)	11	x	-5
CN(C)C(=O)c1ccc(-c2cccc3c2CCNC3)o1	4	x	-1
CC(Sc1n[nH]c(C2CC2)n1)C(=O)Nc1ccc(C#N)c(Cl)c1 (configuration not stated)	5	x	-4
CCOC(=O)[C@@H]1[C@H]2c3ccccc3N(CCOC)C(=O)[C@H]2N(C(=O)c2ccno2)[C@@H]1c1ccccc1	23	-4	-2
CS(=O)(=O)c1ccc(S(=O)(=O)N2CCN(CCOC(c3ccc(Cl)cc3)c3ccc(Cl)cc3)CC2)cc1	5	-9	-10
O=C1NC(=O)C2=Cc3ccc(O)cc3OC2(O)N1 (configuration not stated)	193*	-3	-1
Cc1cc(=O)n(CC(=O)N2CC[C@H]3CNC[C@H]32)c2ccccc12	1	x	-2
CCOC(=O)c1c(CN2CCCCC2)n(Cc2ccccc2)c2cc(Br)c(O)cc12	2	-7	-2
COc1ccc(CC(=O)N2CCN(CC(OCc3ccc(C#N)cc3)c3cccc(N4CCCC4)c3)CC2)cc1 (configuration not stated)	x	-5	-6
CCOC(=O)NC(C(=O)NC(C)Cc1ccccc1Cl)C(C)C (configuration not stated)	4	x	-14
O=[N+]([O-])c1ccc2oc3ccccc3c2c1	9	-7	-4
C[C@@H](N)Cc1cnc[nH]1	-2	-4	0
O=C1NCCN2CCN(C3CCN(Cc4cccnc4)CC3)CC12 (configuration not stated)	4	-18	1
CS(=O)(=O)c1ccccc1S(=O)(=O)N1CCN(CCOC(c2ccccc2)c2ccccc2)CC1	24	-9	-4
c1ccc2c(c1)CCCCC21CCCNC1 (configuration not stated)	7	x	-3
Cc1ccccc1Cn1cc(C(=O)NCC[C@@H]2C[C@@H]3C=C[C@H]2C3)nn1	8	x	-3
CSc1ccccc1C(=O)C1CCCN(CC#Cc2ccccc2)C1 (configuration not stated)	10	-8	-3
COc1ccccc1[C@H]1CN(c2nccnc2C)[C@@H]2C3CCN(CC3)[C@H]12	26	-18	-10
COc1ccc(CC(=O)N2CCN(CCOC(c3ccccc3)c3ccccc3)CC2)cc1	-4	-1	6
COc1ccc(CCN(Cc2ccc(C)o2)C(=O)CN(CCN2CCOCC2)C(=O)Cc2ccccc2)cc1OC	-4	2	2
CNNC	-7	-4	-4

Entries listed so far that contain a furan ring, fused or not, in the order listed:
SMILES	NPYLR7 ag	mcGAS lum	hcGAS inh
CC(=O)O[C@H]1C[C@@H](OC(C)=O)C(C)(C)C2C[C@@H](OC(C)=O)[C@]3(C)C(CC[C@@]4(C)[C@H](c5ccoc5)C[C@H]5O[C@]543)[C@]21C (some centres not stated)	-2	x	-2
C(=C\c1ccco1)/CN1CC[C@H]2CC[C@@H](C1)N2	3	0	0
COc1ccccc1[C@@H]1CN(C(=O)NCc2ccco2)[C@@H]2C3CCN(CC3)[C@@H]21	3	-10	1
CN(C)C(=O)c1ccc(-c2cccc3c2CCNC3)o1	4	x	-1
O=[N+]([O-])c1ccc2oc3ccccc3c2c1	9	-7	-4
COc1ccc(CCN(Cc2ccc(C)o2)C(=O)CN(CCN2CCOCC2)C(=O)Cc2ccccc2)cc1OC	-4	2	2

(cont.)
SMILES	NPYLR7 ag	mcGAS lum	hcGAS inh
O=c1c2ccccc2nc(CCl)n1-c1ccc(F)cc1	-2	48*	0
ClC1=C(Cl)C2(Cl)C3C4C=CC(C4)C3C1(Cl)C2(Cl)Cl (configuration not stated)	-6	x	-5
CCOC(=O)CSCCOc1ccc(C=C2C(=O)NC(=O)NC2=O)cc1OC	-4	-2	-1
c1ccc2nc(N3CCNCC3)ccc2c1	-10&-2&3&-4	-4&2	-4&-2&-4&10&2
COc1ccccc1-c1ccc(N2C[C@@H]3C[C@@H](C2)c2cccc(=O)n2C3)nn1	3	x	-5
O=C1CC[C@@]2(O)[C@H]3Cc4ccc(O)c5c4C2(CCN3CC2CC2)[C@H]1O5	-7	x	-3
CCN(CC)CCN(C(=O)Cc1ccccc1)c1nc2c(Cl)cccc2s1	-2	-7	-7
CC(C)(C)P(=S)(c1ccncc1)N1CCCC1 (configuration not stated)	0	-2	-2
O=Cc1cn(Cc2ccc(Cl)cc2)c2ccccc12	-16	x	0
c1ccc(CCc2cn(CCc3cnc[nH]3)nn2)cc1	-1	x	-7
CN1C(=CP(=S)(C2CCCCC2)N2CCOCC2)C(C)(C)c2ccccc21 (configuration not stated)	4	x	-4
Cc1csc(NC(=O)CSC(c2ccccc2)c2ccccc2)n1	-1	-17	-9
CC(=O)Oc1c2c(c(CC=C(C)C)c3c1C(=O)C1=C[C@@H]4CC5C(C)(C)OC(C/C=C(\C)C(=O)O)(C4=O)[C@@]15O3)OC(C)(CCC=C(C)C)C=C2 (some centres not stated)	-4	x	0
Cc1nc(C)c(CC(=O)N2CCCC3(CCNC3)C2)c(=O)[nH]1 (configuration not stated)	-4	x	-4
C[C@@H]1O[C@@H](O[C@H]2C[C@@H](O)[C@]3(CO)[C@H]4[C@H](O)C[C@]5(C)[C@@H](C6=CC(=O)OC6)CC[C@]5(O)[C@@H]4CC[C@]3(O)C2)[C@H](O)[C@H](O)[C@H]1O	-7&3	-3	-1&-3
Cc1ccc(NC2=NCCS2)cc1Cl	-1	-13	-4
O=C(CN1CCCC1)c1cccc(C(F)(F)F)c1	8	x	-10
Cc1cc(C(=O)Nc2ccc3[nH]cc(CCN4CCOCC4)c3c2)no1	19	-9	-8
CN(C)CC(=O)Nc1ccc2n(c1=O)C[C@H]1C[C@@H]2CN(C(=O)c2cccnc2)C1	-5	-8	-5
COc1ccc(N(C)C(=O)c2ccc(Cn3nc(C(=O)NCCCN4CCCC4=O)c4ccccc43)cc2)cc1	-1	-3	-3
CCCCC(CC)CNC1CCN(C(C)C)CC1 (configuration not stated)	0	x	-8
COc1cccc([C@]2(O)CCCC[C@H]2CN(C)C)c1	1	x	-4
O=P(NS(=O)(=O)c1ccc(Br)cc1)(Oc1ccccc1)Oc1ccccc1	-4	-3	-4
O=P(Nc1cccc(F)c1)(Oc1ccccc1F)Oc1ccccc1F	8	x	-4
COc1cc(Cl)cc(C2NCCc3[nH]cnc32)c1OC (configuration not stated)	x	-9	-4
Cc1ccnc(CC(C)N(C)Cc2ccc3c(C)cc(=O)oc3c2)c1 (configuration not stated)	-3	x	-7
CCOC(=O)c1ccc(-c2ccc(C=C3C(=O)NC(=O)NC3=O)o2)cc1	-10	-2	-1
CC(C)C(Br)C(=O)NC(N)=O (configuration not stated)	-9	x	-4
CC(C)N1CCC(c2ccccc2)C1 (configuration not stated)	-4	x	-6
Cc1cccc(N2CCC(N3CCN(C4CN5CCC4CC5)CC3)CC2)c1C (configuration not stated)	x	0	5
ON1C2CCCCC2N(O)C1c1ccccc1 (configuration not stated)	-10	x	0
COc1ccccc1CC(=O)N1CCN(Cc2ccc(-c3noc(-c4cccc(C(F)(F)F)c4)n3)cc2)CC1	2	-7	-6
CC1Cc2cc3c(cc2C(c2ccc(N)cc2)=NN1)OCO3 (configuration not stated)	-7	-1	-4
Cc1nc(N2CCCN3CCC[C@H]3C2)c2cnn(C)c2n1	6	x	-7
CC(=O)OC(C)(C)C(=O)N1CCN(CCOC(c2ccc(F)cc2)c2ccc(F)cc2)CC1	17	-8	-8
CCOc1ccc(NC(=O)N2CCN(CCOC(c3ccccc3)c3ccc(F)c(F)c3)CC2)cc1 (configuration not stated)	0	-9	-9
Cc1cc2nc(NC(=O)c3ccn(C(C)C)n3)sc2cc1C	-4	x	-2
C[C@]12CC3SC3C[C@@H]1CC[C@@H]1[C@@H]2CC[C@]2(C)[C@@H](O)CC[C@@H]12 (some centres not stated)	14	x	-10
CC1(C)CC2=NN(c3ccccc3)P(=S)(OC(C)(C)C)C2=C(N2CCCCC2)C1 (configuration not stated)	6	x	-3
CC(Cn1cncn1)NCc1csc2c1CCCC2 (configuration not stated)	6	x	0
CCOP(=S)(NC(C)C)OCC	-16	x	5
COC(=O)C1C2c3ccccc3OC1(C)N=c1s/c(=C\c3ccoc3)c(=O)n12 (configuration not stated)	0	x	5
C[C@](O)(COc1ccc(C#N)cc1)C(=O)Nc1ccc(C#N)c(C(F)(F)F)c1	-9	-10	-7
